FXIa inh: human FXIa protease inhibitors, primary screen, biochemical, 1536-well; purified FXIa, Boc-Glu-Ala-Arg-AMC fluorogenic substrate; inhibition, % at 5 µM; 220,000 tested, 0.14% active;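 active = inhibition of at least 40%; inactive = inhibition below 40%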;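 note: fluorescence of freed AMC excited at 355 nm; 0% = enzyme without compound and 100% = no enzyme blank; many of its hits are not listed in these tables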
Target sequence (P03951 19-387 limits assumed): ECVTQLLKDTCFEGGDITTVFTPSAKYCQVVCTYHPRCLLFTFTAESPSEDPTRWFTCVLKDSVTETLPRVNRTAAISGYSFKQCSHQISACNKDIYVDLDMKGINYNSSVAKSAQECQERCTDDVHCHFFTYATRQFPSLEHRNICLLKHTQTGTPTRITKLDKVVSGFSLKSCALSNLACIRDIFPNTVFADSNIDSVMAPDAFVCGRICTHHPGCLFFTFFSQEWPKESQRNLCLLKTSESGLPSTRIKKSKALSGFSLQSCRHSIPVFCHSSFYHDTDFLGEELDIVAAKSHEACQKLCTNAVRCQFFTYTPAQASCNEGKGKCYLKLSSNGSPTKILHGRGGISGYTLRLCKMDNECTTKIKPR
Target sequence (P03951 388-625 limits assumed): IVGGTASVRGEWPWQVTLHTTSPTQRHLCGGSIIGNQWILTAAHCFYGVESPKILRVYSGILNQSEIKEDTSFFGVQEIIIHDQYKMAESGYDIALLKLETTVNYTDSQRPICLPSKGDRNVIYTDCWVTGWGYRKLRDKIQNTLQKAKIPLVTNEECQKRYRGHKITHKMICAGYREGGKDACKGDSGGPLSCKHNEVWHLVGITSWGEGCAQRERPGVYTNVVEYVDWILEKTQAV
FXIIa inh 1536: human FXIIa protease inhibitors, primary screen, biochemical, 1536-well. Coagulation factor XII (Homo sapiens), P00748. purified FXIIa, Boc-QGR-AMC fluorogenic substrate, 2 h. inhibition, % at 5 µM. 220,000 tested, 0.3% active; in the data active = inhibition above about 40%;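 note: 0% = enzyme with no compound and 100% = blank without enzyme; many of its hits are not listed in these tables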
TNF necrop inh: inhibitors of TNF-alpha triggered necroptosis, primary screen, cell-based, Jurkat FADD-/-, single concentration; 220,000 tested, 0.068% active; activation (protection from cell death), % at 10 µM; Jurkat FADD-/- TNF necroptosis rescue, ATP luminescence, 24 h; 0 = TNF only, 100 = no-TNF cells;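 active = activation, meaning protection from cell death, of at least 50% relative to plate controls; inactive = activation below 50%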;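 note: necroptosis triggered by 40 ng/mL TNF-alpha added together with compound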
Wee1 stabilizer: Wee1 degradation inhibitors, primary screen, cell-based, HeLa, Wee1K328M-luciferase, luminescence; 220,000 tested, 1.2% active; AID 1321, 2008; reporter increase, % at 5 µM; Wee1-like protein kinase (Homo sapiens), P30291; HeLa Luc-Wee1K328M stability; 100% = proteasome inhibitor MG132 effect;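 active = activation above the mean of all tested compounds plus 3 SD, set per screening run, cut at about 8.8% in these data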;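 note: cells exposed to compound for 20 h before luminescence read; 0% = DMSO alone and 100% = MG132 at 30 µM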
zVAD death inh: inhibitors of zVAD-triggered necroptosis, primary screen, L929 cells. L929 zVAD necroptosis rescue, ATP luminescence, 24 h; with zVAD 60 µM. viability rescue, % at 10 µM. 220,000 tested, 0.38% active;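 active = activation, scaled between plate controls, above about 75%, limit read from the data; inactive = activation under that limit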;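 note: 0% = zVAD with DMSO and 100% = DMSO alone without zVAD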
TbHK1 inh: Trypanosoma brucei hexokinase 1 inhibitors, primary screen, biochemical, G6PDH-coupled NADH absorbance, MLSCN library | AID 1430, 2008 | hexokinase 1 [Trypanosoma brucei] | 220,000 tested, 0.11% active | recombinant TbHK1, G6PDH-coupled NADH A340 | inhibition, % at 10 µM;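 active = inhibition of 50% or more in the single-dose primary screen; inactive = inhibition below 50%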
CHOP inh: inhibitors of CHOP promoter induction, primary screen, cell-based, unfolded protein response, luciferase reporter. CHO-K1 CHOP-promoter luciferase, tunicamycin-induced, 15-18 h. 220,000 tested, 3.8% active. inhibition, % at 10 µM;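 active = compounds that reduced the stress-induced luciferase reporter signal by more than about 70% of percent inhibition, limit read from the data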;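 note: 0% = tunicamycin plus vehicle and 100% = wells without tunicamycin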
EP2 antag: human EP2 receptor antagonists, primary screen, TR-FRET cAMP, C6 glioma cells; Prostaglandin E2 receptor EP2 subtype (Homo sapiens), P43116; C6 glioma cells expressing human EP2; cells stimulated with saturating PGE2; inhibition, % at 25 µM; 260,000 tested, 0.52% active;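 active = percent inhibition above 40 after rounding to a whole number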;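 note: rat C6 glioma host cells with rolipram phosphodiesterase inhibitor present; the protocol text gives 20 µM as final concentration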
Target sequence (P43116 whole entry, looked up): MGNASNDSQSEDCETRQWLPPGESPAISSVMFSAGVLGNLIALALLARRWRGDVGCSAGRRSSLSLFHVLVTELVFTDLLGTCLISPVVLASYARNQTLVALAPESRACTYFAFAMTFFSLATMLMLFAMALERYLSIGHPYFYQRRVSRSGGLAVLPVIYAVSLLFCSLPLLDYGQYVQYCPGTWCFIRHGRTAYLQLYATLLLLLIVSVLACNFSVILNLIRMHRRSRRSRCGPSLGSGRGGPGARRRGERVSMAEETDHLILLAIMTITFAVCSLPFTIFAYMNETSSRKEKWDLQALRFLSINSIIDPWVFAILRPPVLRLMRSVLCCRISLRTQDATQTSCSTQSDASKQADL
PPC-1+TRAIL kill: compounds killing PPC-1 cancer cells with TRAIL present, primary screen, TRAIL potentiator project, ATPLite luminescence, uHTS; PPC-1 cells + TRAIL, ATPLite viability luminescence; cell killing (% activity), % at 4 µM; 220,000 tested, 0.41% active;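 active = cell killing above 50% in the first pass at 4 µM, then a duplicate retest at 5 µM averaging 50% or more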;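 note: plate controls were cells with TRAIL plus DMSO for no effect and medium-only wells lacking cells for full effect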
* = called active by the depositor; · = not tested or not shown; & = joins results of further samples. The list is partial, so the mix of outcomes need not match the whole.

1) C=CCNC(=O)N[C@@H](CCSC)C(=O)OC
2) CCC(=O)Nc1ccc2c(c1)ncn2C
3) COc1ccccc1NC(=O)N1CCN(c2ccnc3cc(Cl)ccc23)CC1
4) Clc1ccccc1CSC1=NCCN1
5) O=C(COc1ccc(Cl)cc1Cl)NC1CCSC1=O (stereo not given)
6) Cc1cccc(NC(=O)c2ccc([N+](=O)[O-])s2)c1C
7) O=c1c2c(-c3cccs3)csc2ncn1-c1ccc(Br)cc1
8) CCn1c(C)[n+](CCCS(=O)(=O)[O-])c2cc(Cl)c(Cl)cc21
Screen / compound no.,1,2,3,4,5,6,7,8
CHOP inh,2,-8,6,10,-19,-20,33,-15
TbHK1 inh,-1,3,-17,2,3,-24,8,5
FXIa inh,-4,-2,2,0,0,7,-1,1
zVAD death inh,-0.1,-0.2,0.6,70,0.2,1.3,0.0,1.2
FXIIa inh 1536,0,7,4,4,9,14,13,5
PPC-1+TRAIL kill,3,17,6,19,5,23,38,0
EP2 antag,1,7,8,4,17&14,3,4,9
Wee1 stabilizer,-1,-1,1,6,-2,2,9.1*,-2
TNF necrop inh,-1.7,-0.4,-0.4,2.6,-3.0,0.1,-1.3,-0.6

9) CCOC(=O)c1c(NC(=O)c2cc(-c3ccc(Cl)s3)nc3ccccc23)sc(C(N)=O)c1C
10) Cc1ccc(C(=O)Nc2cccc(C(F)(F)F)c2)cc1Nc1cnccn1
11) CCOc1ccc(S(=O)(=O)N/N=C(\C)c2ccc(Cl)c(Cl)c2Cl)cc1
12) CCN1CCCC1CNC(=O)c1cc2c(-c3cccc(OC)c3)nn(C)c2s1 (stereo not given)
13) COc1ccc(CN2C(=O)CN=C2Nc2cc(C)ccc2C)cc1
14) Cc1sc2nc(COC(=O)c3c(F)cccc3F)[nH]c(=O)c2c1C
15) Cc1cc(NC(=O)CSc2nnc(Cc3cccn3C)n2CCc2ccccc2)no1
16) CC(=O)N1CCN(S(=O)(=O)c2cccc(C(=O)Nc3nccs3)c2)CC1
Screen / compound no.,9,10,11,12,13,14,15,16
CHOP inh,21,33,67,·,1,-6,36,54
TbHK1 inh,-9,-13,2,-8,-1,1,10,-6
FXIa inh,-1,1,6,-11,6,-3,-5,-2
zVAD death inh,1.5,82*,1.5,10,0.6,0.9,1.0,8.7
FXIIa inh 1536,4,8,0,-15,7,4,-1,9
PPC-1+TRAIL kill,14,-8,5,23,-2,37,14,-13
EP2 antag,5,3,10,23,10,3,13,6
Wee1 stabilizer,-1,·,-4,-1,2,5,-3,-1
TNF necrop inh,1.5,-0.1,1.3,-1.3,-1.5,-0.2,2.1,2.9

17) CC1(C)C(C=C(Cl)Cl)C1C(=O)N(Cc1ccccc1Cl)C1CCS(=O)(=O)C1 (stereo not given)
18) CCn1c(SCc2nc3ccccc3[nH]2)nnc1-c1cnccn1
19) Cn1c(CCCCCN)nc2ccccc21
20) CCc1cc2c(=O)n(Cc3ccco3)c(SCC(=O)N3CCCc4ccccc43)nc2s1
21) Oc1ccc(Br)cc1/C=N/Nc1nc(N2CCCCC2)nc(N2CCOCC2)n1
22) CCOc1cc(NC(=S)NCCCOC)c(OCC)cc1NC(=O)c1cccs1
23) O=C(CSc1nc2ccccc2o1)Nc1nc2ccc(Br)cc2s1
24) Cc1ccc(N=Nc2c(C)[nH]n(C(N)=S)c2=O)cc1C
Screen / compound no.,17,18,19,20,21,22,23,24
CHOP inh,29,10,9,-8,15,4,93*,-4
TbHK1 inh,-8,13,5,7,-14,6,-5,-5
FXIa inh,-2,-4,10,-13,-3,-2,8,-15
zVAD death inh,-0.2,0.4,-0.5,-0.3,73,1.1,-0.1,0.7
FXIIa inh 1536,6,-7,16,3,4,5,3,0
PPC-1+TRAIL kill,13,17,-4,8,18,7,22,20
EP2 antag,13,4,15,13,3,10,5,4
Wee1 stabilizer,0,-3,-2,7,0,-1,-1,-1
TNF necrop inh,3.6,1.2,-5.0,-0.9,4.6,0.8,-0.3,-1.2

25) CCC(c1nnnn1C(C)(C)CC)N(CCN1CCOCC1)Cc1cc2cc(C)ccc2[nH]c1=O (stereo not given)
26) C=C(C)C(=O)Nc1cccc(C2=NOC3(C2)C[C@@H](C(N)=O)N(C(=O)c2ccc(OC)cc2)C3)c1 (stereo not given in full)
27) Cc1cc(C)nc(SCC2COc3ccccc3O2)n1 (stereo not given)
28) CN(CC(=O)Nc1cccc2ccccc12)C(=O)c1cccc(S(=O)(=O)N(C)C)c1
29) CC(C)Oc1ccc(CCc2n[nH]c(=S)n2Cc2ccccc2)cc1
30) CC(Oc1ccc(Cl)cc1)C(=O)OCC(=O)Nc1ncc(Cl)cc1Cl (stereo not given)
31) CN(C)CCCOc1ccc2c(c1)Sc1ccccc1CC2=O
32) COC(=O)c1cc(C(=O)OCC(=O)Nc2ccccc2OC(F)F)cc([N+](=O)[O-])c1
Screen / compound no.,25,26,27,28,29,30,31,32
CHOP inh,-32,-19,11,6,58,3,16,10
TbHK1 inh,-14,23,-2,-1,1,31,-4,0
FXIa inh,-1,-4,1,-3,9,0,8,-1
zVAD death inh,0.3,-0.9,1.6,-0.9,0.1,0.0,-0.3,4.7
FXIIa inh 1536,16,4,6,8,6,24,9,4
PPC-1+TRAIL kill,-4,12,-15,8,-3,-2,29,16
EP2 antag,·,16,18,2,12,18,11,12
Wee1 stabilizer,1,·,2,0,1,-2,-2,4
TNF necrop inh,-0.3,4.5,1.0,2.6,-3.4,0.3,2.7,1.7

Part of the list above, reformatted.
nr | SMILES | CHOP inh | TbHK1 inh | FXIa inh | zVAD death inh | FXIIa inh 1536 | PPC-1+TRAIL kill | EP2 antag | Wee1 stabilizer | TNF necrop inh
25 | CCC(c1nnnn1C(C)(C)CC)N(CCN1CCOCC1)Cc1cc2cc(C)ccc2[nH]c1=O (stereo not given) | -32 | -14 | -1 | 0.3 | 16 | -4 | · | 1 | -0.3
26 | C=C(C)C(=O)Nc1cccc(C2=NOC3(C2)C[C@@H](C(N)=O)N(C(=O)c2ccc(OC)cc2)C3)c1 (stereo not given in full) | -19 | 23 | -4 | -0.9 | 4 | 12 | 16 | · | 4.5
27 | Cc1cc(C)nc(SCC2COc3ccccc3O2)n1 (stereo not given) | 11 | -2 | 1 | 1.6 | 6 | -15 | 18 | 2 | 1.0
28 | CN(CC(=O)Nc1cccc2ccccc12)C(=O)c1cccc(S(=O)(=O)N(C)C)c1 | 6 | -1 | -3 | -0.9 | 8 | 8 | 2 | 0 | 2.6
29 | CC(C)Oc1ccc(CCc2n[nH]c(=S)n2Cc2ccccc2)cc1 | 58 | 1 | 9 | 0.1 | 6 | -3 | 12 | 1 | -3.4

(next part)
33) CC(C)(C)C(=O)NC(=S)Nc1ccccc1C(=O)NC1CCCCC1
34) Cc1[nH]n(-c2ccccc2)c(=O)c1C=Nc1ccc(S(=O)(=O)N=C(N)N)cc1
35) C#CCOCCOCCOCCNc1nc(N2CCN(C(=O)[C@H](Cc3cc4ccccc4[nH]3)n3cc([C@@H](N)C(C)CC)nn3)CC2)nc(N2CCN(C(=O)[C@H](CCCCN)n3cc([C@@H](N)CO)nn3)CC2)n1 (stereo not given in full)
36) O=C(NC1CCCCC1)C(c1ccccc1)N1CCCC1 (stereo not given)
37) Cc1nc2ccc(-c3nc4cc(N)ccc4o3)cc2[nH]1
38) NC(=O)c1c(NC(NC(=O)c2ccco2)C(=O)c2ccc(Cl)cc2)sc2c1CCCC2 (stereo not given)
39) Cc1cc(=O)oc(C)c1C(=O)N1CCN(C(c2ccccc2)c2ccccc2)CC1
40) COc1ccccc1NC(=O)CNC(=O)c1ccc([N+](=O)[O-])cc1
Screen / compound no.,33,34,35,36,37,38,39,40
CHOP inh,36,0,-2,-1,39,38,29,19
TbHK1 inh,-6,-17,1,1,-31,-17,24,1
FXIa inh,3,2,1,5,-7,-2,-1,-10
zVAD death inh,-0.4,-0.2,-0.3,0.3,25,-0.5,0.4,12
FXIIa inh 1536,12,4,12,8,2,8,10,-1
PPC-1+TRAIL kill,23,23,22,13,43,-1,-18,-6
EP2 antag,3,7,·,21,20,4,-1,8
Wee1 stabilizer,1,-3,0,1,-2,1,-1,-2
TNF necrop inh,1.3,-2.9,1.8,0.0,-3.3,-1.0,-0.1,-0.4

41) Cc1cccc(NC(=O)NCc2ccc3c(c2)cc(C)n3C)c1
42) CC1=C(C(=O)N2CCOCC2)C(c2ccc(C)cc2)NC(=S)N1 (stereo not given)
43) Cn1nccc1C(=O)N1CCN(c2ccc(F)cc2)CC1
44) Cc1cccc(C2Nc3ccccc3C(=O)N2c2ccc(F)cc2)n1 (stereo not given)
45) CCOc1cc(CO)cc(Br)c1OCC(=O)O
46) CS(=O)(=O)N(CC(=O)Nc1ccc2c(c1)OCCO2)c1ccc2c(c1)OCO2
47) COc1cc(OC)cc(N2C(=O)CSCC2=O)c1
48) CCN1CCN(C(=O)C2CCN(S(=O)(=O)c3cccc4cccnc34)CC2)CC1
49) Brc1ccc(CSc2ncnc3nc[nH]c23)cc1
Screen / compound no.,41,42,43,44,45,46,47,48,49
CHOP inh,106*,1,18,-9,·,-3,-7,-20,36
TbHK1 inh,14,-5,-8,2,22,3,-3,1,5
FXIa inh,2,-1,7,-4,·,-3,4,-1,22
zVAD death inh,4.9,1.2,1.0,0.1,0.2,0.0,1.3,0.8,-1.4
FXIIa inh 1536,11,9,11,0,·,-14,11,6,27
PPC-1+TRAIL kill,23,11,2,-1,·,20,9,15,26
EP2 antag,13,10,8,6,13,12,5,15,7
Wee1 stabilizer,-4,-1,1,1,0,1,1,·,-3
TNF necrop inh,0.2,0.0,0.1,-0.8,-2.0,-0.1,3.7,-0.1,-4.8
